TWEAK-Fn14 inh: inhibitors of TWEAK-Fn14 interaction signaling; inhibition, % at 10 µM; TWEAK-stimulated Fn14 reporter cells, luciferase luminescence, 8 h; 360,000 tested, 2% active; in the data active means inhibition above about 50%
COUP-TFII inh: inhibitors of human COUP-TFII (NR2F2) | P24468 | HEK293T NGFI-A luciferase reporter, luminescence | 370,000 tested, 0.7% active | inhibition, % at 8.6 µM;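 active means inhibition above a per-plate cutoff, mean inhibition of test wells between control levels plus 3 SD, cut at about 38% in these data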;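 further: cells cotransfected with COUP-TFII expression vector driving the NGFI-A reporter; 0% = median of COUP-TF2 test wells and 100% = reporter-only cells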
ABHD5 PLIN5 PPI: ABHD5-PLIN5 protein interaction inhibition. Split G. princeps luciferase complementation, luminescence, 4 h. 360,000 tested, 0.78% active. Q00G26+Q8WTS1. AID 602281. inhibition, % at 4 µM;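 active means inhibition above the mean inhibition across every tested compound plus 3 SD, cut at about 22% in these data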;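 further: 0% = DMSO only wells and the 100% control is not disclosed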
SRC3 inh: inhibits human SRC3 coactivator. Q9Y6Q9. HEK293 GAL4-SRC3 luciferase reporter, luminescence. inhibition, % at 3.6 µM. 360,000 tested, 0.17% active;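 active means inhibition above a per-campaign cutoff, the mean of all compounds plus 3 SD, cut at about 60% in these data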;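 further: 0% = DMSO-treated cells and 100% = gossypol-treated cells at 36 µM; higher means less SRC3-driven luciferase light from the GAL4 reporter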
NCOA1 inh: inhibits human SRC1 coactivator. Q15788. HEK293 GAL4-SRC1 luciferase reporter, luminescence. inhibition, % at 3.6 µM. 360,000 tested, 0.12% active;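 active means inhibition above the campaign mean plus 3 SD, with each screening campaign given its own cutoff, cut at about 60% in these data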;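 further: 0% = DMSO treated cells and 100% = gossypol at 36 µM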
LRH-1 inv ag: NR5A2 inverse agonism in reporter assay | HEK293T StAR-luciferase reporter, LRH-1 transfected, 24 h | inhibition, % at 3.6 µM | 360,000 tested, 0.13% active | AID 602396;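 active means inhibition above the mean inhibition of all tested compounds plus 3 SD, cut at about 73% in these data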;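 further: 0% = DMSO wells and 100% = reporter-only cells lacking LRH-1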
TLR9-MyD88 block: inhibitors of human TLR9-MyD88 binding | Q9NR96+Q99836 | CHO BLA complementation TLR9-MyD88, CCF4 FRET ratio | inhibition, % at 4.98 µM | 340,000 tested, 0.21% active | AID 504734;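 active means inhibition above the mean over all tested compounds plus 3 SD, cut at about 21% in these data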;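 further: 0% = DMSO only wells and 100% = clavulanate BLA inhibitor control wells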
Target sequence (Q99836 whole entry, looked up): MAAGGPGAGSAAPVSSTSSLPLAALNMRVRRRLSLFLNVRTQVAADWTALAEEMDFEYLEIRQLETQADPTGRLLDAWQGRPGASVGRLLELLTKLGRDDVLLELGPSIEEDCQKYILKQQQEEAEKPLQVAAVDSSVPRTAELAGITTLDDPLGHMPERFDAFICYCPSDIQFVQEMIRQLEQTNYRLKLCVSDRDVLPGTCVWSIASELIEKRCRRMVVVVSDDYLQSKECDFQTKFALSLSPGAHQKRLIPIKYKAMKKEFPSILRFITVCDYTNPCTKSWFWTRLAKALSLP
Target sequence (Q9NR96 whole entry, looked up): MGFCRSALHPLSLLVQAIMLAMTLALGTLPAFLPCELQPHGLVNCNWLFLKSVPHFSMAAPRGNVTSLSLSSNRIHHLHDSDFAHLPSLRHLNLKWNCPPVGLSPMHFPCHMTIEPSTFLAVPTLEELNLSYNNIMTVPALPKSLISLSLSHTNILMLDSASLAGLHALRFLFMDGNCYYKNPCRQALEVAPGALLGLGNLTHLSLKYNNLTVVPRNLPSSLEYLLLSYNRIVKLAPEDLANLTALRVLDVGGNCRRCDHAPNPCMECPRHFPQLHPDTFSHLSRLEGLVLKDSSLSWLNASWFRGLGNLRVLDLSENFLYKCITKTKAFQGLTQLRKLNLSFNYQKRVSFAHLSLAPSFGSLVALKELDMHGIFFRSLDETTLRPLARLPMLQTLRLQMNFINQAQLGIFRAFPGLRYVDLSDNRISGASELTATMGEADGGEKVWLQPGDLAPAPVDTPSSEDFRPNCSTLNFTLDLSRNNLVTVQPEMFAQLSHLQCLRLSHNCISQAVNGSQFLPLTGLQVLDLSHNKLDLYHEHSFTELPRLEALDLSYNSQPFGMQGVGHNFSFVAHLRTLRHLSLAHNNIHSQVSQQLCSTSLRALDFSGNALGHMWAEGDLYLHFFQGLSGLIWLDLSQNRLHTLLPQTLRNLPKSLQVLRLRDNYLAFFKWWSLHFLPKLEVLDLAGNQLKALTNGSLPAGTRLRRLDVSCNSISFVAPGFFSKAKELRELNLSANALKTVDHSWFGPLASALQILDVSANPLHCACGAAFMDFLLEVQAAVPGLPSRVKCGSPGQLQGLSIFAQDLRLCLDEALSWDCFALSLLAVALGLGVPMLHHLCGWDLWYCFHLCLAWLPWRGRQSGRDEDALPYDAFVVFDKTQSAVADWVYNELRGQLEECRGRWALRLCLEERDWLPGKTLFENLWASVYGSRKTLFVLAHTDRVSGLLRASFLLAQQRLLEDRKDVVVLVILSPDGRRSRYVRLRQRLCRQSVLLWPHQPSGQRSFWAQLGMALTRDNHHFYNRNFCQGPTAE
SRC2 inh: inhibits human steroid receptor coactivator 2; 370,000 tested, 0.17% active; Q15596; inhibition, % at 9 µM; HEK293 GAL4-SRC2 luciferase reporter, luminescence;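 active means inhibition above the mean inhibition of all tested compounds plus 3 SD, set per campaign, cut at about 52% in these data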;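 further: 0% = DMSO treated cells and 100% = cells given Gossypol at 36 µM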
TROY signal inh: TROY signaling inhibition; 360,000 tested, 0.98% active; Q293 LMP1-TROYcd NF-kB luciferase reporter, 4 h; inhibition, % at 10 µM;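 active means compounds whose plate-normalised and pattern-corrected inhibition of the luciferase reporter signal at the single screening dose is 50% or more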
NOD2 RIPK2 PPI: blocks binding of human NOD2 to RIPK2. O43353. CHO BLA complementation NOD2-RIPK2, CCF4 ratio. inhibition, % at 4.98 µM. 360,000 tested, 0.38% active; in the data active means inhibition above about 21%;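 further: 0% = vehicle only and 100% = reference blocker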
Exocytosis inh: blocks lytic granule exocytosis; TALL-104 LAMP-1 surface exposure, flow cytometry; cells stimulated with thapsigargin and PMA; inhibition, % at 10 µM; 360,000 tested, 0.66% active; AID 651702;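 active means inhibition above about 55%, limit read from the data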
The depositor's hits bear a star; x = no result given.

SMILES	TWEAK-Fn14 inh	COUP-TFII inh	ABHD5 PLIN5 PPI	SRC3 inh	NCOA1 inh	LRH-1 inv ag	TLR9-MyD88 block	SRC2 inh	TROY signal inh	NOD2 RIPK2 PPI	Exocytosis inh
COCCCNS(=O)(=O)c1ccc2c(c1)OCCO2	-3	-11	7	23	2	10	8	-7	4	2	0
Cc1ccccc1NS(=O)(=O)c1cc(C(=O)NCc2ccncc2)ccc1Cl	5	6	0	8	-7	-8	-1	-5	5	1	0
CC(=O)OC[C@H]1O[C@@H](n2ncc(=O)[nH]c2=O)[C@H](OC(C)=O)[C@@H]1OC(C)=O	-14	x	1	-70	41	9	x	x	-6	-4	-2
CCOC(=O)C1=C(C)OC(N)=C(C#N)C1c1ccc(C)s1 (stereo not given)	12	-11	-9	15	-25	-2	0	-4	-7	-10	0
CCN(C[C@H]1N[C@@](CC)(C(=O)OC)[C@H]2C(=O)N(Cc3ccccc3)C(=O)[C@@H]12)S(=O)(=O)c1ccc(-c2ccccc2)cc1	17	-1	3	1	-1	3	-13	-9	7	-5	0
COc1ccc(-c2noc(COc3ccc(C)c(C)c3)n2)cc1OC	6	-5	-10	-11	-56	-15	-7	20	18	-3	-2
Cc1nn(CCCC(=O)NCc2ccccc2Cl)c(=O)c2nccn12	15	12	-4	6	0	-32	4	8	1	-5	-2
FC(F)(F)c1ccc(Cl)c(NC2=NCCCCC2)c1	25	-5	-3	6	-8	11	-3	-13	-2	0	-5
COc1cccc(C(=O)N2C(C(=O)O)CSC2c2ccccc2Cl)c1 (stereo not given)	4	-8	2	5	-7	-40	-7	9	8	-3	0
CS(=O)(=O)N1CCN(C(=O)CCc2ccccc2)CC1	-7	-10	4	12	-2	11	-5	6	1	2	-4
COc1cc(/C=N/NC(=O)c2cc(C34CC5CC(CC(C5)C3)C4)[nH]n2)ccc1O	-49	-13	-4	0	1	12	-1	-23	-1	2	-1
CCOC(=O)c1cc(C#N)c(N2CCNCC2)nc1C(F)(F)F	1	-14	5	20	9	17	4	-7	-6	12	8
COC(=O)[C@@H](NC(=O)NC1CCN(Cc2ccccc2)CC1)C(C)C	6	0	0	-15	-14	-1	-7	-8	3	-13	-1
O=C(COC(=O)CCN1C(=O)C2CC=CCC2C1=O)Nc1ccc([N+](=O)[O-])cc1 (stereo not given)	-24	3	9	0	0	-12	-10	-8	7	-1	-2
CCOC(=O)COc1c(/C=N\OC)cc(Cl)cc1OC	11	-17	6	10	9	3	-9	11	0	-3	-4
COc1ccc(C(CC(=O)Nc2nccs2)C(C)C)cc1 (stereo not given)	10	10	-5	5	-17	6	-1	-10	0	-2	-12
Cc1ccc(NC(=O)c2cc(S(=O)(=O)N3CCOCC3)cn2C)cc1Cl	17	-5	-6	-6	12	-30	9	-6	-1	5	-4
COc1ccc(N(C(=O)c2ccco2)C(C(=O)NC2CCCC2)c2ccncc2)cc1 (stereo not given)	-3	8	-3	1	14	5	2	-10	-18	-4	-7
Cc1cccc(C(=O)C(O)(c2ccccc2)C2CCCCC2=O)c1 (stereo not given)	-1	1	-11	-5	-11	-15	2	-6	-11	-1	-2
O=C(O)CCC(=O)Nc1nc2nc(-c3ccccc3)cc(-c3ccccc3)n2n1	12	-3	5	9	-16	12	-6	3	5	-6	-1
CC1=C(C(=O)OCCc2ccccc2)C(c2ccsc2)NC(=O)N1C (stereo not given)	11	13	-2	11	15	9	-2	17	18	-6	-5
O=C(c1ccccc1Cl)N1CCC(N2CCC(C(=O)N3CCCC3)CC2)CC1	9	-4	10	4	8	-9	2	-20	-25	-23	16
COc1cc2c(cc1OC)-c1cc(Nc3cccc(C)c3)nc(=O)n1CC2	-37	-82	2	-25	3	-15	-1	-23	10	-4	2
Cc1cccc(C)c1NC(=O)C1(C)CN(S(C)(=O)=O)CC(=O)N1CCc1c[nH]c2ccccc12 (stereo not given)	x	6	-3	x	x	24	x	-10	x	-10	0
CC(=O)Oc1oc(-c2ccccc2)nc1/C=N/c1ccccn1	1	-60	4	-32	-43	-54	-1	-27	-42	-12	-4
O=C(CSc1ncnc2nc[nH]c12)N1CCN(c2ccc(Cl)cc2)CC1	-6	10	-2	5	3	16	0	-24	19	-6	1
Cc1ccccc1S(=O)(=O)NC(=O)C1(C)CCN1C(=O)CCc1ccc(Cl)cc1Cl (stereo not given)	-16	13	-3	-6	-11	1	x	-6	22	3	-1
COc1ccc(C(=O)N2CCCC(c3nc(-c4ccc(C)o4)no3)C2)cc1OC (stereo not given)	30	-1	-3	-7	-3	-5	-4	1	0	9	-6
Cn1c(=O)c2cc(NC(=O)Nc3cccnc3)ccc2n1-c1ccc(C(C)(C)C)cc1	35	-10	-6	3	9	12	x	3	39	-3	-2
C/C(=N\N=C1\NC(=O)CC(C(=O)O)S1)c1cccs1 (stereo not given)	-1	-21	-3	6	2	-10	-4	10	-10	-5	2
CC(=O)Nc1ccc2c(c1)C(=Nc1ccc(C)cc1)c1ccccc1-2	5	-6	4	-30	-4	-9	5	-19	-37	-7	12
Cc1ccc(S(=O)(=O)NC(C)(C)CSc2nnc(N)s2)cc1	-1	8	0	-11	4	-7	0	-48	9	-1	-1
Cc1ccc2nc(NNC(=O)c3ccc(S(=O)(=O)N4CCc5ccccc5C4)cc3)sc2c1	14	-9	34*	43	44	37	14	25	-8	2	3
CC12CCCCC1NS(=O)(=O)OC2 (stereo not given)	6	9	3	7	-54	-10	-2	-8	-19	-5	1
COc1ccc(C(=O)Nc2ccc(Nc3ccccc3)cc2)cc1Br	-3	-7	-6	26	-36	-9	-7	9	-26	-11	10
COc1ccc(/C=N/NC(=O)CNc2c(Br)cc(C)cc2Br)c(C(=O)O)c1OC	1	-3	-4	4	-27	-9	7	4	2	6	1
O=C(N/C(=C\c1cccc([N+](=O)[O-])c1)C(=O)N1CCOCC1)c1ccc([N+](=O)[O-])cc1	6	9	0	4	5	-4	-9	-1	5	-4	-3
CC1(C)Cc2c(c(N3CCOCC3)nc3sc4c(NN)ncnc4c23)CS1	30	-13	-2	-3	-28	17	12	1	7	3	0
N#CC1=C(N)Oc2c(O)cc3ccccc3c2C1c1ccsc1 (stereo not given)	18	-8	-11	9	-3	10	8	0	17	-12	1
CCCCCC(=O)N1CC2(CC(c3cccc(NC(=O)[C@@H]4CCC(=O)N4)c3)=NO2)C[C@@H]1C(N)=O (stereo not given in full)	2	-5	0	-10	-15	10	0	-27	3	-13	-1
Cc1cccc(C(=O)OCN2C(=O)c3ccccc3C2=O)c1[N+](=O)[O-]	2	-1	-3	11	-3	-8	1	-21	-3	0	6
FC(F)Sc1ccc(NC(=S)NCc2ccccc2)cc1	19	-8	-13	5	-13	11	-1	0	37	-8	1
Cc1ccc(NC(=O)N2CCc3ccccc32)cc1C	18	-45	-3	-42	-93	-190	1	-19	-21	-15	-3
CCN1CCN(c2sc(S(C)(=O)=O)nc2S(=O)(=O)c2ccc(Cl)cc2)CC1	32	x	2	2	-56	-17	-9	x	5	-8	2
COc1ccc(/C=C(/NC(=O)c2ccccc2)C(=O)N2CCCC2)cc1OC	14	-3	-5	9	0	4	0	-2	5	-5	-14
CSc1ncc(C(=O)Nc2ccc(C)cc2C)c(C)n1	0	10	-6	5	4	-9	-3	-14	-9	-7	1
OCC1(CO)CCCC(CO)(CO)C1O	21	7	-3	-6	-11	-6	2	24	-1	-6	-6
O=C(C1CCCO1)N1CCN(c2ccccn2)CC1 (stereo not given)	2	-3	2	11	-1	-13	2	-2	-9	-9	-3
Cc1ccc(S(=O)(=O)Nc2ccc(NC(=O)c3cccs3)cc2)cc1	-42	1	-3	3	-1	-10	1	7	2	2	-3
CCOc1ccc2nc(N(CCN(C)C)C(=O)c3ccc4c(c3)CCCC4)sc2c1	-26	x	7	-26	-20	23	-16	x	-9	-5	-2
O=C(c1ccco1)c1n[nH]nc1-c1ccccc1	8	18	-5	9	-2	-21	5	1	2	1	21
CC1CCc2cc(F)ccc2N1C(=O)CCC(=O)O (stereo not given)	8	13	0	-6	-15	1	2	16	-4	4	0
CCOc1ccc(-c2c(C(=O)N/N=C(\C)c3ccncc3)nnn2-c2nonc2N)cc1	-8	-4	-9	-3	9	-2	3	-9	-2	-5	10
Cc1cccc(-n2ncc3c(=O)[nH]c(SCC(=O)Nc4cc(C)on4)nc32)c1	13	11	-3	-13	-12	1	-7	7	6	4	-4
COc1ccccc1CC1(C)NC(=O)N(CC(=O)N2CCc3ccccc3C2)C1=O (stereo not given)	7	-24	6	-8	14	5	-2	-1	-12	-12	-5
CCOc1ccc(N2CC(C(=O)Oc3ccccc3)CC2=O)cc1 (stereo not given)	-3	-28	-3	0	-14	26	7	2	-12	4	-2
CC(C(=O)NC(=O)NC1CCCCC1)N1CCN(C(c2ccccc2)c2ccccc2)CC1 (stereo not given)	34	11	-4	2	-2	4	6	14	10	-4	0
C/C=C/c1cccc(-c2nc(C(=O)N3CCOCC3)cc3c2[C@@H](CCO)N(C(=O)NC(C)C)C3)c1	3	-7	2	x	x	3	x	9	8	-11	2
COc1ccc(N(CC(=O)Nc2nccs2)S(=O)(=O)c2c(C)nn(C)c2C)cc1	28	4	10	9	8	20	-5	2	3	5	2
CCOC(=O)NCc1ccc2c(c1)OCO2	2	0	3	14	-15	-1	6	3	4	-5	-1

Next part:
SMILES	TWEAK-Fn14 inh	COUP-TFII inh	ABHD5 PLIN5 PPI	SRC3 inh	NCOA1 inh	LRH-1 inv ag	TLR9-MyD88 block	SRC2 inh	TROY signal inh	NOD2 RIPK2 PPI	Exocytosis inh
O=S(=O)(c1ccc(SCCOc2ccccc2)nc1)N1CCCC1	0	-7	12	-7	5	19	-3	-32	0	-4	-2
CN1CCN(C(=O)CSc2nnc(COc3ccc(Cl)cc3)o2)CC1	-2	3	1	-14	5	-24	11	-14	-12	-3	3
Cc1ccc(S(=O)(=O)N2CCN(C(=O)CC(C)n3nc(C)c(Cl)c3C)CC2)cc1 (stereo not given)	39	4	6	10	14	-1	1	-28	12	-3	13
Cc1ccc(C(=O)NC2CCCC(C)C2C)cc1S(=O)(=O)N1CCCCC1 (stereo not given)	-7	-5	-17	-24	-17	1	2	-7	-5	1	1
c1cnc(N2CCN(Cc3c[nH]c4ccccc34)CC2)nc1	14	1	1	-1	-20	15	-3	24	4	4	14
O=C1CC[C@H](OCc2ccccc2)CCN1[C@H](CSc1ccccc1)Cc1ccccc1	-6	3	1	-14	4	-25	-2	-12	-4	2	-2
CCCCn1c(SCC(=O)Nc2cccc(C)n2)nnc1-c1ccco1	1	7	1	-22	-3	-7	7	14	0	0	4

Three compounds drawn at random from the list so far:
SMILES	TWEAK-Fn14 inh	COUP-TFII inh	ABHD5 PLIN5 PPI	SRC3 inh	NCOA1 inh	LRH-1 inv ag	TLR9-MyD88 block	SRC2 inh	TROY signal inh	NOD2 RIPK2 PPI	Exocytosis inh
Cc1ccc(C(=O)NC2CCCC(C)C2C)cc1S(=O)(=O)N1CCCCC1 (stereo not given)	-7	-5	-17	-24	-17	1	2	-7	-5	1	1
O=S(=O)(c1ccc(SCCOc2ccccc2)nc1)N1CCCC1	0	-7	12	-7	5	19	-3	-32	0	-4	-2
Cc1ccc(S(=O)(=O)N2CCN(C(=O)CC(C)n3nc(C)c(Cl)c3C)CC2)cc1 (stereo not given)	39	4	6	10	14	-1	1	-28	12	-3	13

Not all compounds are listed; the hit share may differ from the screen's.
